Bioassay records deposited in PubChem by Broad Institute.
CASP6 VEID inh – caspase-6 (human) enzyme inhibition. P55212. purified caspase-6, Z-VEID-R110 cleavage fluorescence. inhibition, % at 12.5 µM. 0.53% of 350,000 active;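 active means mean inhibition across replicates at least about 35%, with every replicate also reaching that limit, limit read from the data; inconclusive means only one of the two criteria met; inactive means neither criterion met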;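 further: 0% = median of neutral control wells and 100% = no fluorescence left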
Target sequence (P55212 24-179 limits assumed): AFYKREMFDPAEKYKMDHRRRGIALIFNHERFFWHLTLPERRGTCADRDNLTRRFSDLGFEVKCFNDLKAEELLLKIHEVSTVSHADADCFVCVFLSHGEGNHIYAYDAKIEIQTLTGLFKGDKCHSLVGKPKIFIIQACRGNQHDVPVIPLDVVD
Target sequence (P55212 194-293 limits assumed): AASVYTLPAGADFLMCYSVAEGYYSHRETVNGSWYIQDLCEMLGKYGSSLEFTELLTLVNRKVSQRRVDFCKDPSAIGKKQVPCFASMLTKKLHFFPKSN
Statin myotox sup – suppression of simvastatin myotoxicity. C2C12 myotubes + simvastatin, ATP luminescence, 48 h; scaled: DMSO 0, geranylgeraniol control 100. rescue of ATP level, % at 7.49 µM. 0.78% of 330,000 active;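 active means mean ATP rescue above about 67%, or every replicate alone reaching that limit, limit read from the data, passing the limit was not always enough; inconclusive means no clear call, values can overlap the other calls; inactive means mean under the limit and some replicate under it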;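 further: myotubes were challenged with 10 µM simvastatin during compound exposure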
LGR2 antag – blocks bursicon-induced cAMP signaling via Drosophila LGR2 | HEK293 LGR2, CRE-luciferase, bursicon-stimulated, 4 h | inhibition, % at 9.99 µM | 0.35% of 380,000 active | AID 720647;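 active means drop in luminescence signal, shown as inhibition above about 50% in the replicate tests, limit read from the data, passing the limit was not always enough; inconclusive means probably only some replicates passing the limit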;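 further: agonist challenge used bursicon conditioned medium at about half maximal strength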
FN deposit inh – fibronectin deposition inhibition | AH1F fibroblasts, Alexa488-fibronectin deposition fluorescence, overnight | inhibition, % at 12.6 µM | 0.086% of 350,000 active;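 active means mean inhibition across replicates of 30% or more, regardless of how many single replicates reach that level; inconclusive means mean under 30% yet at least half of replicates reach 30%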;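 further: positive control wells lacked labelled fibronectin entirely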
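test system = AH1F fibroblasts assembling fluorescent fibronectin matrix | quantity = 10000 AH1F cells per well | buffer or medium = DMEM plus 2% serum, read in PBS | doses = single dose, pinned | incubation = 1 h cell attachment, overnight exposure to compound and label | detection = fluorescence at 485 nm excitation, 525 nm emission | read-out basis = inhibition from reduced deposited-fibronectin fluorescence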
SIRT5 block – blocks human SIRT5 desuccinylation of peptide; AID 652115; inhibition, % at 15 µM; Q9NXA8; Purified SirT5, succinyl-peptide AMC, trypsin-coupled fluorescence; 1.1% of 330,000 active; in the data active means inhibition above about 15%; inconclusive means no clear call, values can overlap the other calls
Target sequence (Q9NXA8 whole entry, looked up): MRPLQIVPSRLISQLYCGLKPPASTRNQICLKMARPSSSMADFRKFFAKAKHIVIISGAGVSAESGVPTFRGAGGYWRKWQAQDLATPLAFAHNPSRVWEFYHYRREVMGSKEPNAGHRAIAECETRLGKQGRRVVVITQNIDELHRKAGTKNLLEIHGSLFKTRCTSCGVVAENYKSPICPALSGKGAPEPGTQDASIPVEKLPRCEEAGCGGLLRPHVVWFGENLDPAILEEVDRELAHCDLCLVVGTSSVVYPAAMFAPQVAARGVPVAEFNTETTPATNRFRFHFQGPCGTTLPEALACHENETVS
S100A4 inh HTS – blocks human S100A4 binding to myosin IIA peptide | P26447 | S100A4/TAMRA-MyoIIA peptide fluorescence polarization | inhibition, % at 10.7 µM | 0.14% of 360,000 active | AID 652163;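 active means mean inhibition of at least 70% across replicates, with every replicate also reaching that level; inconclusive means mean inhibition reaches 70% but some replicates fall short; inactive means mean inhibition below 70%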
Target sequence (P26447 whole entry, looked up): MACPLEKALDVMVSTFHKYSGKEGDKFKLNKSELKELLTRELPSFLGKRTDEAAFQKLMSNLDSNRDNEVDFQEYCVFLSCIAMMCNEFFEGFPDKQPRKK
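Assay system: human S100A4 monomer with TAMRA-labelled myosin IIA peptide / Buffer or medium: Calcium-containing HEPES buffer, pH 7.2 / Reagent: TAMRA-labelled myosin IIA heavy-chain peptide probe, 5 nM / Compound: one dose per compound / Timing: polarization read 5 min after assay mix addition, stable 5–60 min / Benchmarks: neutral control DMSO, positive control TFP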
esBAF inh – blocks esBAF chromatin remodeling in mouse ES cells | Bmi1-luciferase knock-in reporter, 24 h; 100% = twice the neutral-well signal | reporter increase, % at 12.5 µM | 2% of 350,000 active | AID 602393; in the data active means activation above about 40%; inconclusive means no clear call, values can overlap the other calls;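 further: 0% = median of the plate's neutral control wells and 100% = double that signal; a rise in the Bmi1 reporter signal indicates esBAF inhibition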
Numbers without * were called inactive; ? = inconclusive; / = no result given; & = joins results of further samples. The list is partial (hit frequency here may not be typical).

no.	SMILES	CASP6 VEID inh	Statin myotox sup	LGR2 antag	FN deposit inh	SIRT5 block	S100A4 inh HTS	esBAF inh
1	COc1ccc(NC(=O)N(C)C[C@H]2Oc3ccc(NS(=O)(=O)c4cn(C)cn4)cc3CC(=O)N([C@@H](C)CO)C[C@H]2C)cc1	-2	8	-16	-3	2	10	-1
2	Cc1nc(N2CCN(S(=O)(=O)c3cccs3)CC2)c2c(-c3ccccc3)c(C)sc2n1	-2	-19	3	-11	-4	-1	-2
3	COc1ccccc1C(=O)Nc1ccc2c(c1)C(=O)N(C)C[C@@H](OC)[C@H](C)CN(CC1CC1)[C@H](C)CO2	1	39	-6	20	-1	0	8
4	CCCNC(=O)C[C@@H]1CC[C@H]2[C@@H](COC[C@@H](O)CN2C(=O)Nc2ccc(Cl)c(Cl)c2)O1	3	-28	4	-2	0	29	0
5	CN(C(=O)C1CCC(=O)N(Cc2ccccc2F)C1)C1CCOCC1 (configuration not stated)	5	3	-6	-4	-3	1	1
6	CCOc1ccc2nc(N/C(N)=N/S(C)(=O)=O)nc(C)c2c1	1	?	2	-6	-3	4	20
7	COc1ccc(C(O)c2nc(-c3ccc4c(c3)OCO4)cs2)cc1 (configuration not stated)	0	87*	-20	-8	/	-5	12
8	CO[C@H]1CN(C)C(=O)c2cc(NC(=O)Nc3c(C)noc3C)ccc2OC[C@H](C)N(CC2CC2)C[C@@H]1C	-4	8	14	-5	-6	5	-2
9	COc1ccc(C2CC2C(=O)c2ccccn2)cc1 (configuration not stated)	-3	/	-68	4	4	-7	/
10	CCOc1cc(Cl)c(S(=O)(=O)NCc2cccnc2)cc1Cl	0	-8	13	-5	-3	-3	0
11	Cc1ccc(C)c2[nH]c(=O)c(CCNC(=O)CC(C)(C)C)cc12	0	-2	-19	-5	-3	9	-2
12	CC1Cc2ccccc2N1C(=O)COC(=O)CCc1nc2ccccc2c(=O)[nH]1 (configuration not stated)	/	0	-8	-1	-1	0	-1
13	O=C(O)/C=C\C(=O)Nc1ccccc1C(=O)NC1CCCCC1	-2	/	11	1	-5	0	/
14	CCC(SCC(=O)OC)C(=O)Nc1nnc(C(C)C)s1 (configuration not stated)	-1	-3	17	11	0	4	0
15	CC(=O)Nc1cc(-c2ccc(N3CCN(C)CC3)cc2)cn2c(-c3cccc(C(C)=O)c3)cnc12	-55	7	/	/	/	0	2
16	C[C@H](CO)N1C[C@H](C)[C@@H](CN(C)C(=O)NC2CCCCC2)Oc2ccc(NC(=O)c3ccncc3)cc2C1=O	0	-14&5	21&1	-2	0	48	6&-4
17	O=C(Cc1cccnc1)N1[C@H](CO)[C@@H]2c3ccccc3NC[C@@H]21	2	-6	-13	/	-3	-5	0
18	Cc1cc(NC(=O)COC(=O)CCCOc2ccc(Cl)cc2C)no1	/	-5	/	-1	/	/	-7
19	O=S(=O)(c1ccc(Cl)cc1)N1CCN(c2nc(-c3cccs3)nc3ccccc23)CC1	-3	/	0	0	-2	41	/
20	Cc1occc1C(=O)N/N=C/C=C\c1ccccc1[N+](=O)[O-]	20	/	6	-12	1	17	/
21	COc1cccc(C2C3=C(CC(C)(C)CC3=O)Nc3n[nH]c(C)c32)c1 (configuration not stated)	-2	/	/	9	-8	-1	/
22	CN(CC(=O)Nc1ccccc1C(F)(F)F)C(=O)C1CCN(S(=O)(=O)c2ccc3c(c2)OCCO3)CC1	-73	/	-4	9	-2	-1	/
23	COC(=O)c1cc(NC(=O)N2c3ccccc3Sc3ccccc32)cc(C(=O)OC)c1	0	3	-6	/	-2	-17	0
24	C[C@H](CO)N1C[C@H](C)[C@H](CN(C)Cc2ccc(C(F)(F)F)cc2)Oc2ccc(NS(=O)(=O)c3cn(C)cn3)cc2C1=O	-1	29	8	/	0	15	-2
25	CCN(C(=O)COc1cc(=O)n(C)c2ccccc12)c1cccc(Cl)c1	/	3	/	-9	/	/	-5
26	CC(=O)Nc1ccc(NC(=O)C(Cc2ccccc2)NC(=O)C2CCC(C)CC2)cc1 (configuration not stated)	/	0	6	-16	/	/	2
27	Cc1cc(OC(=O)c2cccc([N+](=O)[O-])c2)c(C)cc1CN1CCOCC1	6	2	0	-1	-4	0	-5
28	Cc1ccc(/C=C2/C(=N)N3N=C(CC(=O)N4CCCC4)SC3=NC2=O)cc1	-2	3	-6	-18	0	0	-6
29	COc1cccc(C=NNC(=S)NC2CC3CCC2C3)c1O (configuration not stated)	-5	/	-63	5	/	6	/
30	Cc1ccc(NC(=O)CSc2nc3c([nH]c4ccccc43)c(=O)n2C)cc1	-3	4	-6	0	0	2	1

no.	SMILES	CASP6 VEID inh	Statin myotox sup	LGR2 antag	FN deposit inh	SIRT5 block	S100A4 inh HTS	esBAF inh
31	Cc1noc(C)c1NC(=O)N(C)C[C@@H]1OCCCC[C@H](C)Oc2ccc(NC(=O)c3ccccc3)cc2C(=O)N([C@H](C)CO)C[C@H]1C	-1	/	-8	-11	-2	4	-4
32	Cc1cccc(S(=O)(=O)N[C@H]2CC[C@@H](CCNC(=O)CCN3CCCCC3)O[C@H]2CO)c1	1	13	13	6	7	3	-4
33	C[C@@H]1CCCCO[C@@H](CN(C)S(=O)(=O)c2cccs2)[C@H](C)CN([C@@H](C)CO)C(=O)c2cc(NC(=O)CCC(F)(F)F)ccc2O1	4	/	-1	/	9	-10	-1
34	COCC1CCCCN1C(=O)c1ccc2nc(Cc3ccc(OC)c(OC)c3)oc2c1 (configuration not stated)	-3	6	-4	-1	2	-1	18
35	CCOc1ccc(CN(C)C(=O)c2cccnc2OCC)cc1OC	-2	/	-9	-8	-4	-1	/
36	Cc1noc(C)c1NC(=O)Nc1ccc2c(c1)CC(=O)N([C@@H](C)CO)C[C@H](C)[C@@H](CN(C)Cc1ccncc1)O2	4	24	-5	/	-5	3	1
37	O=C1CCCN1c1ccc(S(=O)(=O)N2CCN(c3ccccc3)CC2)cc1	-4	7	/	4	6	3	-6
38	O=C(CSc1nc2ccccc2s1)Nc1ccc(Cl)c(C(=O)O)c1	8	0	-10	4	1	-1	-1
39	Oc1c(N=Nc2nn[nH]n2)ccc2ccccc12	94*	/	-13	2	6	38	/
40	CC(=O)c1ccc(NC(=S)Nc2ccc(N3CCOCC3)cc2)cc1	5	/	6	/	1	-1	/
41	Cc1c(C(=O)N2CC[C@@H](N3CCC(O)CC3)[C@H](O)C2)[nH]c2ccc(Cl)cc12	-1	-10	-15	-5	-4	-1	-4
42	CCNc1nnc(-c2ccncc2)s1	/	3	/	2	/	/	-4
43	CC(C)NC(=O)Nc1ccc2c(c1)C(=O)N([C@H](C)CO)C[C@@H](C)[C@@H](CN(C)C(=O)CCC(F)(F)F)OCCCC[C@@H](C)O2	0	/	-13	-2	-2	4	/
44	N#Cc1c(/N=C/c2cccs2)sc2c1CCC2	/	3	/	2	/	/	105*
45	CC(=O)Nc1ccc(NC(=O)c2ccc(NC(=O)c3ccccc3)cc2)cc1	-1	/	-4	/	-3	-2	/
46	O=C(Nc1ccc(F)c(Cl)c1)C1CC(=O)n2c(nc3ccccc32)N1 (configuration not stated)	2	/	9	9	-4	1	/
47	CC(=O)Nc1cccc(NC(=O)CSc2ncc(C(=O)Nc3ccc(F)cc3)c(=O)n2C)c1	-1	19	-7	-3	-2	-1	6
48	Cc1ccc(C(=O)O)cc1S(=O)(=O)N1CCOCC1	/	-1	15	13	/	/	-8
49	CN(C)CCCNC(=O)[C@H]1[C@H](CO)[C@H]2Cn3c(ccc(-c4ccncc4)c3=O)[C@@H]1N2C(=O)C1CC1	1	15	11	/	-52	-3	3
50	C[C@@H]1CN([C@@H](C)CO)C(=O)CCCn2cc(nn2)CO[C@H]1CN(C)C(=O)OCc1ccccc1	-4&0&-1	6&-35&0	-11&-1	-10&1	-2&2&-3	-3&5&-32	-5&5&-1
51	Cc1ccc(C)c(NC2CCCCC2NS(=O)(=O)c2ccccc2)c1 (configuration not stated)	1	2	9	12	-1	-3	-14
52	CC(=O)N/N=C(\C)CCc1ccccc1	-2	/	2	4	2	-9	/
53	Nc1nnc(SCC(=O)Nc2cccc(Cl)c2)s1	0	1	20	5	-2	-4	-1
54	Cc1ccc(-c2nn(C)c(=O)c3ccccc23)cc1S(=O)(=O)NCCO	/	-11	/	7	/	/	4
55	COc1ccccc1C(=O)NCCC(=O)N(C)CC(=O)Nc1ccc(C)cc1	1	-14	12	4	1	-3	3
56	CCOc1ccc(S(=O)(=O)NCc2ccc3c(c2)OCO3)cc1C	-1	5	-2	-5	-1	-1	-4
57	COc1ccc(C2=NN(C(=O)c3cccnc3)C(c3ccccc3)C2)cc1 (configuration not stated)	-2	/	3	-7	1	7	/
58	CN(C)c1ccc(NC(=S)NC(=O)/C=C/c2ccco2)cc1	-1	/	2	3	1	3	/
59	CN(C)C(=O)c1ccc(-c2ccc3c(c2)[C@@H]2[C@@H](CCN2C(=O)c2ccccc2F)[C@@H](CO)N3)cc1	/	-7	8	7	/	/	3
60	C[C@@H]1CN([C@@H](C)CO)S(=O)(=O)c2ccc(C#Cc3ccccc3)cc2O[C@@H]1CN(C)C(=O)Nc1ccccc1	4	54	7	/	14	0	6

Compound profiles (already shown). Values in the order: CASP6 VEID inh | Statin myotox sup | LGR2 antag | FN deposit inh | SIRT5 block | S100A4 inh HTS | esBAF inh
Listed for `Cc1ccc(-c2nn(C)c(=O)c3ccccc23)cc1S(=O)(=O)NCCO` : / | -11 | / | 7 | / | / | 4
Listed for `COc1ccccc1C(=O)NCCC(=O)N(C)CC(=O)Nc1ccc(C)cc1` : 1 | -14 | 12 | 4 | 1 | -3 | 3

Continuation:
no.	SMILES	CASP6 VEID inh	Statin myotox sup	LGR2 antag	FN deposit inh	SIRT5 block	S100A4 inh HTS	esBAF inh
61	Cc1ccc(CNC(=O)c2ccc3c(c2)NC(=O)CS3)cc1	/	16	-3	6	-4	1	3
62	C[C@H]1CN([C@@H](C)CO)C(=O)Cc2cc(NC(=O)C3CC3)ccc2O[C@H]1CN(C)S(C)(=O)=O	0	-3	12	/	0	2	3
63	O=C(CN(C(=O)c1csnn1)c1cccc(F)c1)NCc1ccc(F)cc1	-1	/	18	-6	-2	-7	/
64	CCN(CCNC(=O)CCCn1nc(C)n2c(cc3sccc32)c1=O)c1ccccc1	-5	1	17	-1	5	1	0
65	CCOC(=O)[C@H]1[C@H]2COc3ccccc3[C@@H]2N2C(=O)c3cc(F)ccc3NC(=O)[C@@]12C	1	18	-86	5	-7	-10	-3
66	CC1CCN(C(=O)c2ccccc2SCC(=O)NCC2CCCCC2)CC1	-49	-11	-7	6	-6	-5	/
67	Cn1c(CN2CCOCC2)c(C#N)c2ccccc21	/	12	12	4	/	/	-6
68	C[C@@H]1CN([C@H](C)CO)C(=O)c2cc(C#CCc3ccccc3)cnc2O[C@@H]1CN(C)Cc1ccc(C(=O)O)cc1	-1	3	3	-7	1	-3	-2
69	Cc1ccc(S(=O)(=O)N2CCN(Cc3ccccc3)CC2)s1	2	-3	-11	-5	-1	0	3
70	Nc1c(-c2ccc(Cl)cc2)cnc2c(-c3ccc(F)cc3)cnn12	-3	-80	-121	5	-1	-2	?
71	C=CCn1c(=NC(=O)c2ccc(S(=O)(=O)N3CCCC3)cc2)sc2cc(NC(C)=O)ccc21	7	/	-14	-1	-8	-2	/
72	C[C@H](CO)N1C[C@H](C)[C@@H](CN(C)Cc2ccccc2)Oc2ccc(NS(=O)(=O)c3ccccc3)cc2CC1=O	2	58	10	/	3	45	1
73	CCCn1c(NCc2ccc(N(C)C)cc2)nc2ccccc21	1	1	/	-1	-1	-2	13
74	C[C@H]1CN([C@@H](C)CO)S(=O)(=O)c2ccc(/C=C/c3ccccc3)cc2O[C@H]1CN(C)Cc1ccccc1	0	1	/	/	22*	-5	-7
